TCR-CD3 inh: inhibitors of human TCR-CD3 interaction, primary screen, biochemical, fluorescence, TAMRA-labeled TCR probe; T-cell receptor (TCR); inhibition, % at 9.4 µM; hit rate 0.37% among 360,000; AID 651800, 2012; in the data active = inhibition above about 19%;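 also: recombinant mutant TCR 2C K166C tagged with TAMRA read by polarization; 0% = receptor in buffer alone and 100% = receptor with positive control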
LEDGF integ inh: blockers of LEDGF/p75-dependent integrase strand transfer – biochemical, TR-FRET, high throughput, primary screen; TR-FRET IN-LEDGF/p75 DNA integration, Eu/Cy5; inhibition, % at 3.7 µM; hit rate 0.64% among 370,000;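 active = inhibition above the screen-wide mean plus 3 SD, cut at about 13% in these data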;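 also: signal is the Cy5 over europium emission ratio at 671 and 618 nm; 0% = plate median of compound wells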
ABHD4 inh: ABHD4 inhibitors, primary screen, biochemical, fluorescence polarization, mouse; hit rate 0.54% among 370,000; inhibition, % at 8.92 µM; purified mABHD4, FP-Rh probe fluorescence polarization; AID 720543, 2013;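 active = inhibition exceeding the mean over every tested compound plus 3 SD, cut at about 30% in these data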;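 also: 0% = plate median of compound wells and 100% = S159A mutant with DMSO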
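system = mouse ABHD4 enzyme, wild type | medium = HEPES pH 7.0, NaCl, Pluronic buffer | also added = FP-Rh probe | incubation = Enzyme–compound pre-incubation 45 min, then probe 60 min, both 25 °C | technique = fluorescence polarization, excitation 525 nm, emission 598 nm, BODIPY TMR filters | controls = S159A mutant high control, sample median low control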
UHRF1 binding: UHRF1 methylated DNA binding inhibitors, primary screen, counter-screen for MBD2 inhibitor project, biochemical, TR-FRET, human UHRF1, single concentration | hit rate 0.75% among 370,000 | E3 ubiquitin-protein ligase UHRF1 (Homo sapiens), Q96T88 | UHRF1 binding to methylated oligo | inhibition, % at 4.4 µM; in the data active = inhibition above about 21%;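 also: UHRF1 SRA domain binding a hemimethylated CpG hairpin DNA probe; 0% = median of test compound wells and 100% = reference inhibitor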
Target sequence (Q96T88 whole entry, looked up, the tested form may be a part): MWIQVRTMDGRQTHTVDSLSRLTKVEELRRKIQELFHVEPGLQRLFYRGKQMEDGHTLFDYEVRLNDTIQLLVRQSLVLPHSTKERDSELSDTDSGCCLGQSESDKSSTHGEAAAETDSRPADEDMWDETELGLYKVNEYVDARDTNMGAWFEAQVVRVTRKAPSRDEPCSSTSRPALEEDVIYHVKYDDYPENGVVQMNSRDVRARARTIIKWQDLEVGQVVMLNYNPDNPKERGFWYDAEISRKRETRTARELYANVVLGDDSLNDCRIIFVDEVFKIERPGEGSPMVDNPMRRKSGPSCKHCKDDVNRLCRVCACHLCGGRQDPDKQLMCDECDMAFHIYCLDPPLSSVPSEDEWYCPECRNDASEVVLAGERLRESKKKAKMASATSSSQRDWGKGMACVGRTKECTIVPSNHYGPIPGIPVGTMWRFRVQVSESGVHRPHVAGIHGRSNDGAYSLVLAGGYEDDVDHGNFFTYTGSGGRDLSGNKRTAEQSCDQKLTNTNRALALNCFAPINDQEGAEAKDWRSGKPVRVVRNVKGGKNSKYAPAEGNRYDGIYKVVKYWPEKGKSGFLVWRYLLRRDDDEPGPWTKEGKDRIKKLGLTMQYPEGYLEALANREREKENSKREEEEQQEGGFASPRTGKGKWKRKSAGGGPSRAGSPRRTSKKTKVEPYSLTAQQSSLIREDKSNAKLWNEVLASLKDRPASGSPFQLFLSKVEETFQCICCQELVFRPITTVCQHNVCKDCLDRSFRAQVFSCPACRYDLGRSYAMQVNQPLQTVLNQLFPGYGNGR
NR1D1 modulator: modulators of Rev-erb alpha DNA binding, primary screen, biochemical, FITC-DNA, fluorescence polarization, uHTS; Rev-erbα–FITC-DNA binding, 90 min; activity, % at 10 µM; hit rate 0.79% among 370,000;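 active = activity above about 14%, limit read from the data; passing the limit was not always enough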;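 also: 0% = DMSO wells with 35 nM protein and 100% = DMSO wells with 750 nM protein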
PG9 Ab binder: binders of HIV-1 gp120 antibody PG9, primary screen, biochemical, TR-FRET; hit rate 0.43% among 360,000; inhibition, % at 6.7 µM; HIV-1 gp120 / PG9 antibody interaction; TR-FRET gp120-PG9 antibody binding; in the data active = inhibition above about 8.5%
HTRA1 inh: HTRA1 serine protease inhibitors, primary screen, biochemical, fluorescence polarization, HTS | recombinant HTRA1, FP-rhodamine activity-based probe | Q92743 | AID 504803, 2011 | hit rate 0.5% among 340,000 | inhibition, % at 5.96 µM; in the data active = inhibition above about 36%;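 also: 0% = enzyme with DMSO and 100% = wells lacking enzyme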
rCAG RNA binder: binders of r(CAG) RNA repeats, primary screen, biochemical, fluorescence; r(CAG) RNA repeat, TO-PRO-1 dye displacement fluorescence; inhibition, % at 3 µM; hit rate 1.3% among 370,000;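 active = inhibition above the plate cutoff, the mean of all test compounds on that plate plus 3 SD, cut at about 35% in these data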;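 also: 0% = DMSO alone and 100% = 100 µM mitoxantrone as full dye displacement; higher means more dye released from RNA so lower well fluorescence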
PRMT1 inh: PRMT1 methyltransferase inhibitors, primary screen, biochemical, fluorescence polarization. Protein arginine N-methyltransferase 1 (Homo sapiens), Q99873. recombinant PRMT1, activity-based probe fluorescence polarization. inhibition, % at 2.79 µM. hit rate 1.3% among 370,000;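 active = inhibition above about 21% made by adding two undisclosed values, limit read from the data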
MBD2 DNA inh: inhibitors of MBD2 binding to methylated DNA, primary screen, biochemical, TR-FRET, DNA-binding domain, human. MBD2 binding to methylated oligonucleotide. inhibition, % at 4.4 µM. hit rate 0.31% among 370,000; in the data active = inhibition above about 13%
* = called active by the depositor. An excerpt; the hit share may differ from the screen's.

For CCOC(=O)N1CCN(C(=O)C[C@@H]2C[C@@]3(C(=O)OCC)CCCC=C3N(Cc3ccccc3)C2=O)CC1 the results were TCR-CD3 inh 7, LEDGF integ inh 5, ABHD4 inh 1, UHRF1 binding -2, NR1D1 modulator 5, PG9 Ab binder -1.1, rCAG RNA binder 0, PRMT1 inh -6 and MBD2 DNA inh -3.
`NNC(=O)c1cccc(COc2cccc(Br)c2)c1` gave TCR-CD3 inh -2, LEDGF integ inh 1, ABHD4 inh -16, UHRF1 binding -1, NR1D1 modulator -7, PG9 Ab binder 1.9, HTRA1 inh -31, rCAG RNA binder 8, PRMT1 inh 1 and MBD2 DNA inh 5.
Screening CC(=O)C1=C(O)CCC1=NCCc1ccccc1 returned TCR-CD3 inh 6, LEDGF integ inh 0, ABHD4 inh 7, UHRF1 binding 0, NR1D1 modulator 1, PG9 Ab binder -1.6, HTRA1 inh 7, rCAG RNA binder -2, PRMT1 inh 1 and MBD2 DNA inh -2.
For CC1(C)OC2OC(COC(=O)c3ccccc3)C3OC(C)(C)OC3C2O1 (stereo not drawn) the results were TCR-CD3 inh -2, LEDGF integ inh 0, ABHD4 inh 5, UHRF1 binding 5, NR1D1 modulator 0, PG9 Ab binder -0.9, HTRA1 inh 1, rCAG RNA binder -8, PRMT1 inh 2 and MBD2 DNA inh 1.
COC(=O)c1cc(OC)c(OC)cc1NC(=O)c1ccccc1C was read as TCR-CD3 inh 5, LEDGF integ inh -1, ABHD4 inh 4, UHRF1 binding 1, NR1D1 modulator 0, PG9 Ab binder 0.9, HTRA1 inh 4, rCAG RNA binder -2, PRMT1 inh -2 and MBD2 DNA inh -2.
`O=C(COC(=O)CCN1C(=O)C2CC=CCC2C1=O)NCCc1ccccc1` (stereo not drawn) gave TCR-CD3 inh 5, LEDGF integ inh 4, ABHD4 inh 3, UHRF1 binding 2, NR1D1 modulator 4, PG9 Ab binder -1.3, HTRA1 inh 6, rCAG RNA binder -6, PRMT1 inh -1 and MBD2 DNA inh 0.
For CC1=CC(C)(C)N(C(=O)c2ccc(F)cc2)c2cc3c(cc21)OCO3 the results were TCR-CD3 inh 5, LEDGF integ inh 3, ABHD4 inh 1, UHRF1 binding -2, NR1D1 modulator 3, PG9 Ab binder 0.4, HTRA1 inh 3, rCAG RNA binder -2, PRMT1 inh -1 and MBD2 DNA inh -6.
`COc1ccc(/C(CC2OC(=O)c3ccccc32)=N\NC(N)=O)cc1` (stereo not drawn) gave TCR-CD3 inh -9, LEDGF integ inh -1, ABHD4 inh 10, UHRF1 binding 4, NR1D1 modulator 3, PG9 Ab binder -2.8, HTRA1 inh -4, rCAG RNA binder 1, PRMT1 inh 3 and MBD2 DNA inh -4.
`COc1cc(NC(=O)COC(=O)CC(NC(C)=O)c2ccccc2)cc(OC)c1` (stereo not drawn) gave TCR-CD3 inh -5, LEDGF integ inh 2, ABHD4 inh 0, UHRF1 binding 0, NR1D1 modulator 3, PG9 Ab binder 0.8, HTRA1 inh 5, rCAG RNA binder -2, PRMT1 inh -2 and MBD2 DNA inh 2.
For COc1ccc(Cl)cc1C(=O)NNC(=O)COC(=O)c1cccs1 the results were TCR-CD3 inh 3, LEDGF integ inh -3, ABHD4 inh 4, UHRF1 binding 1, NR1D1 modulator -6, PG9 Ab binder -1.4, HTRA1 inh 7, rCAG RNA binder 8, PRMT1 inh 3 and MBD2 DNA inh -4.
For CCCCn1c(=O)nc2n(-c3ccccc3C)c3ccccc3cc-2c1=O the results were TCR-CD3 inh 0, LEDGF integ inh 1, ABHD4 inh -9, UHRF1 binding 0, NR1D1 modulator 0, PG9 Ab binder -3.5, HTRA1 inh -4, rCAG RNA binder 3, PRMT1 inh 1 and MBD2 DNA inh 1.
CC(=O)Nc1ccc(NS(=O)(=O)c2cc(-c3n[nH]c(=O)c4ccccc34)ccc2C)cc1 was read as TCR-CD3 inh -4, LEDGF integ inh -2, ABHD4 inh 0, UHRF1 binding 1, NR1D1 modulator 1, PG9 Ab binder -0.5, HTRA1 inh -25, rCAG RNA binder 12, PRMT1 inh -1 and MBD2 DNA inh 3.
`COC(=O)CCCC1=CC2=CC(=O)C(C)(OC(=O)c3cccs3)C(=O)C2=CN1C1CC1` (stereo not drawn) gave TCR-CD3 inh 6, LEDGF integ inh 3, ABHD4 inh 10, UHRF1 binding -4, NR1D1 modulator -5, PG9 Ab binder -1.3, HTRA1 inh 6, rCAG RNA binder 7, PRMT1 inh 1 and MBD2 DNA inh -6.
Screening CCN(CC)CCN(C(=O)c1ccccc1OC)c1nc2ccc(F)cc2s1 returned TCR-CD3 inh 4, LEDGF integ inh -1, ABHD4 inh 2, UHRF1 binding 1, NR1D1 modulator 2, PG9 Ab binder -0.7, HTRA1 inh -8, rCAG RNA binder 2, PRMT1 inh -2 and MBD2 DNA inh -2.
For O=C(Nc1ccc(Cl)cc1)c1cc(-c2cccs2)on1 the results were TCR-CD3 inh -10, LEDGF integ inh -5, ABHD4 inh -4, UHRF1 binding 4, NR1D1 modulator 0, PG9 Ab binder 0.7, HTRA1 inh -4, rCAG RNA binder -1, PRMT1 inh 0 and MBD2 DNA inh -1.
For CCCc1cc(=O)[nH]c(SCCOc2ccc(Cl)cc2)n1 the results were TCR-CD3 inh -1, LEDGF integ inh -1, ABHD4 inh 3, UHRF1 binding -1, NR1D1 modulator -1, PG9 Ab binder -0.6, HTRA1 inh 10, rCAG RNA binder -1, PRMT1 inh 1 and MBD2 DNA inh 1.
`Cc1ccc(CCNC(=O)C2CCCN(S(=O)(=O)c3cnc[nH]3)C2)cc1` (stereo not drawn) gave TCR-CD3 inh 4, LEDGF integ inh 2, ABHD4 inh -5, UHRF1 binding -2, NR1D1 modulator -2, PG9 Ab binder 0.0, HTRA1 inh 0, rCAG RNA binder 1, PRMT1 inh -2 and MBD2 DNA inh -1.
Screening COc1cc(/C=C/C(=O)N2CCN(c3n[nH]c(=O)[nH]c3=O)CC2)cc(OC)c1OC returned TCR-CD3 inh 7, LEDGF integ inh 0, ABHD4 inh 5, UHRF1 binding 0, NR1D1 modulator 4, PG9 Ab binder -1.9, HTRA1 inh 0, rCAG RNA binder -3, PRMT1 inh 1 and MBD2 DNA inh -2.
Cc1cc(OCCCCCn2ccnc2)cc(C)c1Cl was read as TCR-CD3 inh 1, LEDGF integ inh 8, ABHD4 inh 3, UHRF1 binding -1, NR1D1 modulator -6, PG9 Ab binder -2.1, HTRA1 inh -2, rCAG RNA binder -9, PRMT1 inh -4 and MBD2 DNA inh 2.
CC(C)(C)c1cc(CCC(=O)NN)cc(C(C)(C)C)c1O was read as TCR-CD3 inh 8, LEDGF integ inh 0, ABHD4 inh -9, UHRF1 binding -1, NR1D1 modulator 1, PG9 Ab binder 0.5, HTRA1 inh -4, rCAG RNA binder -3, PRMT1 inh -1 and MBD2 DNA inh -5.
`FC(F)(F)c1nc2ccccc2n2c(-c3ccc(Cl)cc3Cl)nnc12` gave TCR-CD3 inh -1, LEDGF integ inh 3, ABHD4 inh -5, UHRF1 binding -1, NR1D1 modulator 2, PG9 Ab binder -0.2, HTRA1 inh -4, rCAG RNA binder -6, PRMT1 inh 0 and MBD2 DNA inh 6.
For CNC(=O)C12N=CNN=C1N(C)C(=O)N2C (stereo not drawn) the results were TCR-CD3 inh 9, LEDGF integ inh -1, ABHD4 inh -2, UHRF1 binding -2, NR1D1 modulator 1, PG9 Ab binder -0.5, HTRA1 inh -1, rCAG RNA binder 4, PRMT1 inh -7 and MBD2 DNA inh -2.
CS(=O)(=O)Nc1cccc(C(=O)OCCCOc2ccc(F)cc2)c1 was read as TCR-CD3 inh 5, LEDGF integ inh 0, ABHD4 inh -14, UHRF1 binding -4, NR1D1 modulator 1, PG9 Ab binder -1.2, HTRA1 inh -18, rCAG RNA binder 4, PRMT1 inh 0 and MBD2 DNA inh -6.
CCC(CC)C(=O)N(C)c1c(C)nc2c(OCc3ccc(F)c(F)c3)cccn12 was read as TCR-CD3 inh 0, LEDGF integ inh 21*, ABHD4 inh -6, UHRF1 binding 0, NR1D1 modulator 5, PG9 Ab binder 0.6, rCAG RNA binder -2, PRMT1 inh 0 and MBD2 DNA inh 2.
C=CCn1cc(C(=O)OC)c(=O)c2cc(S(=O)(=O)N(CC)CC)ccc21 was read as TCR-CD3 inh -2, LEDGF integ inh -1, ABHD4 inh 4, UHRF1 binding 1, NR1D1 modulator 2, PG9 Ab binder -0.1, HTRA1 inh 0, rCAG RNA binder -3, PRMT1 inh -1 and MBD2 DNA inh 5.
For COc1ccc(Nc2nc(N(C)c3ccccc3)nc(N)c2[N+](=O)[O-])cc1 the results were TCR-CD3 inh -3, LEDGF integ inh 1, ABHD4 inh -1, UHRF1 binding 1, NR1D1 modulator 3, PG9 Ab binder -0.7, HTRA1 inh 1, rCAG RNA binder 2, PRMT1 inh -5 and MBD2 DNA inh -1.
`CN(C)c1nc(Nc2ccc(Cl)cc2)nc(OCC#N)n1` gave TCR-CD3 inh -2, LEDGF integ inh 0, ABHD4 inh 2, UHRF1 binding 1, NR1D1 modulator -2, PG9 Ab binder 0.6, HTRA1 inh -13, rCAG RNA binder 3, PRMT1 inh 2 and MBD2 DNA inh -3.
Screening S=C1SCCCN1Cc1ccc(Cl)cc1 returned TCR-CD3 inh -3, LEDGF integ inh -4, ABHD4 inh -6, UHRF1 binding 5, NR1D1 modulator -1, PG9 Ab binder -0.4, HTRA1 inh -8, rCAG RNA binder -1, PRMT1 inh 3 and MBD2 DNA inh 2.
`COc1cccc(N2CCN(c3ccc4nnc(CCC(=O)Nc5ccc(F)cc5)n4n3)CC2)c1` gave TCR-CD3 inh 0, LEDGF integ inh -2, ABHD4 inh 2, UHRF1 binding 11, NR1D1 modulator 3, PG9 Ab binder -0.7, HTRA1 inh -1, rCAG RNA binder -3, PRMT1 inh 0 and MBD2 DNA inh 0.

In the list so far, these contain a thiophene ring, fused or not.
For COc1ccc(Cl)cc1C(=O)NNC(=O)COC(=O)c1cccs1 the results were TCR-CD3 inh 3, LEDGF integ inh -3, ABHD4 inh 4, UHRF1 binding 1, NR1D1 modulator -6, PG9 Ab binder -1.4, HTRA1 inh 7, rCAG RNA binder 8, PRMT1 inh 3 and MBD2 DNA inh -4.
`COC(=O)CCCC1=CC2=CC(=O)C(C)(OC(=O)c3cccs3)C(=O)C2=CN1C1CC1` (stereo not drawn) gave TCR-CD3 inh 6, LEDGF integ inh 3, ABHD4 inh 10, UHRF1 binding -4, NR1D1 modulator -5, PG9 Ab binder -1.3, HTRA1 inh 6, rCAG RNA binder 7, PRMT1 inh 1 and MBD2 DNA inh -6.
For O=C(Nc1ccc(Cl)cc1)c1cc(-c2cccs2)on1 the results were TCR-CD3 inh -10, LEDGF integ inh -5, ABHD4 inh -4, UHRF1 binding 4, NR1D1 modulator 0, PG9 Ab binder 0.7, HTRA1 inh -4, rCAG RNA binder -1, PRMT1 inh 0 and MBD2 DNA inh -1.

Source: PubChem BioAssay (several laboratories)
